BioA inh – M. tuberculosis BioA enzyme inhibitors, primary screen, biochemical, plate reader, single point, HTS | 360,000 compounds, 0.096% hits | purified M. tuberculosis BioA enzyme | AID 602481, 2012 | inhibition, % at 9.99 µM; in the data active = inhibition above about 40%
* marks the source's active call; other numbers are inactive results.

For C[C@H]1CN([C@@H](C)CO)S(=O)(=O)c2ccc(-c3cccc(F)c3)cc2O[C@H]1CN(C)CC1CC1 the results were BioA inh -0.5.
N#C[C@H]1[C@@H](c2ccc(C#Cc3ccccc3F)cc2)[C@@H](CO)N1C(=O)C1CCC1 was read as BioA inh 1.3.
`CCCNC(=O)N(C)C[C@H]1Oc2cc(C#C[C@@H](C)O)ccc2S(=O)(=O)N([C@H](C)CO)C[C@@H]1C` gave BioA inh -1.3.
Screening C[C@@H]1CN([C@H](C)CO)C(=O)c2cc(NC(=O)Nc3cccc4ccccc34)ccc2O[C@H]1CN(C)Cc1ccc(Cl)c(Cl)c1 returned BioA inh -1.7.
Screening CO[C@@H]1CN(C)C(=O)c2cc(NC(=O)c3cc(C)on3)ccc2OC[C@@H](C)N(C(=O)C2CC2)C[C@H]1C returned BioA inh -0.8.
Screening CCCNC(=O)N(C)C[C@H]1Oc2cc(C#CCOC)ccc2S(=O)(=O)N([C@@H](C)CO)C[C@H]1C returned BioA inh -0.9.
For Cc1noc(C)c1NC(=O)N(C)C[C@@H]1OCCCC[C@H](C)Oc2ccc(NS(=O)(=O)c3ccccc3)cc2C(=O)N([C@@H](C)CO)C[C@@H]1C the results were BioA inh -0.6.
`COc1ccc(NC(=O)N(C)C[C@H]2Oc3cc(C#CCC(C)C)ccc3S(=O)(=O)N([C@@H](C)CO)C[C@H]2C)cc1` gave BioA inh 0.6.
Screening O=S(=O)(NCC[C@H]1CC[C@@H](NS(=O)(=O)c2ccccc2Cl)[C@H](CO)O1)c1ccc(F)cc1 returned BioA inh -2.3.
Cc1noc(C)c1NC(=O)N(C)C[C@@H]1Oc2ccc(NC(=O)NC(C)C)cc2C(=O)N([C@@H](C)CO)C[C@@H]1C was read as BioA inh -2.8.
COCC(=O)N1CCCCN2[C@H](C1)[C@H](c1ccc(C#Cc3ccc(OC)cc3)cc1)[C@@H]2CO was read as BioA inh 0.2.
CN(C)C(=O)c1ccc(-c2ccc([C@@H]3[C@H](CO)N4CCCCN(CC5CCOCC5)C[C@@H]34)cc2)cc1 was read as BioA inh 0.0.
For COc1ccc(CNC(=O)C[C@H]2CC[C@H](NC(=O)CN(C)C)[C@@H](CO)O2)cc1 the results were BioA inh -1.5.
`O=C(C[C@@H]1CC[C@@H](NC(=O)c2cccc(F)c2)[C@H](CO)O1)NCc1ccccc1` gave BioA inh 2.7.
O=C(NCC[C@@H]1CC[C@H](NC(=O)c2ccccc2F)[C@H](CO)O1)c1ccc2c(c1)OCO2 was read as BioA inh -1.3.
`COc1ccc(CN(C)C[C@H]2Oc3ccc(NC(=O)Nc4ccccc4)cc3C(=O)N([C@@H](C)CO)C[C@@H]2C)cc1` gave BioA inh -0.6.
For O=C(C[C@@H]1C[C@H]2c3cc(NS(=O)(=O)c4ccc(F)cc4)ccc3O[C@H]2[C@H](CO)O1)NCc1ccc(Oc2ccccc2)cc1 the results were BioA inh -0.3.
O=C(C[C@@H]1CC[C@H]2[C@@H](COC[C@@H](O)CN2Cc2cc(F)ccc2F)O1)NCc1ccccc1 was read as BioA inh -0.4.
Cc1noc(C)c1NC(=O)Nc1cccc2c1O[C@H](CN(C)S(=O)(=O)c1cccs1)[C@@H](C)CN([C@@H](C)CO)C2=O was read as BioA inh 3.3.
C[C@H]1CCCCO[C@@H](CN(C)S(=O)(=O)c2ccc(F)cc2)[C@@H](C)CN([C@@H](C)CO)C(=O)c2cc(NC(=O)CCC(F)(F)F)ccc2O1 was read as BioA inh -3.4.
Screening CN1C(=O)c2cc(NC(=O)Nc3ccccc3F)ccc2OC[C@H]2O[C@H](CC(=O)O)CC[C@H]21 returned BioA inh 1.6.
Screening C[C@@H]1CN([C@@H](C)CO)C(=O)c2ccccc2-c2ccccc2CO[C@H]1CN(C)C(=O)[C@H]1CCCN1C returned BioA inh -1.9.
Screening O=C(c1ccncc1)N1CCCCN2[C@H](CO)[C@@H](c3ccc(-c4ccccc4)cc3)[C@H]2C1 returned BioA inh -2.9.
C[C@@H]1CN([C@H](C)CO)C(=O)c2cc(C3=CCCCC3)cnc2O[C@H]1CN(C)C(=O)c1ccc2c(c1)OCO2 was read as BioA inh 11.8.
`CC=Cc1ccc2n(c1=O)C[C@@H]1[C@@H](CO)[C@H](C(=O)N(C)C)N[C@H]21` (mixture of isomers) gave BioA inh -2.9.
Screening CNC(=O)C[C@@H]1CC[C@H]2[C@@H](COc3ccc(NC(=O)c4ccc(F)cc4)cc3C(=O)N2C)O1 returned BioA inh 1.7.
For CCc1csc(N2[C@@H](C#N)[C@@H](c3ccc(-c4ccc(F)cc4)cc3)[C@@H]2CO)n1 the results were BioA inh -2.2.
`C[C@H](CO)N1C[C@H](C)[C@H](CN(C)C(=O)NC2CCCCC2)Oc2cc(C#Cc3ccc(F)cc3)ccc2S1(=O)=O` gave BioA inh -1.2.
For CC(C)N1C(=O)[C@@]2(Cc3ccccc31)c1ccccc1C(=O)N(Cc1ccccc1)[C@H]2c1ccc(CO)cc1 the results were BioA inh -4.6.
Screening C/C=C/c1ccc([C@H]2[C@@H](CO)N(C(=O)CC)[C@H]2CN(C)C(=O)C2CC2)cc1 returned BioA inh 2.2.

Reprinted from above, eleven compounds:
C[C@H]1CCCCO[C@@H](CN(C)S(=O)(=O)c2ccc(F)cc2)[C@@H](C)CN([C@@H](C)CO)C(=O)c2cc(NC(=O)CCC(F)(F)F)ccc2O1 was read as BioA inh -3.4.
Screening CN1C(=O)c2cc(NC(=O)Nc3ccccc3F)ccc2OC[C@H]2O[C@H](CC(=O)O)CC[C@H]21 returned BioA inh 1.6.
Screening C[C@@H]1CN([C@@H](C)CO)C(=O)c2ccccc2-c2ccccc2CO[C@H]1CN(C)C(=O)[C@H]1CCCN1C returned BioA inh -1.9.
Screening O=C(c1ccncc1)N1CCCCN2[C@H](CO)[C@@H](c3ccc(-c4ccccc4)cc3)[C@H]2C1 returned BioA inh -2.9.
C[C@@H]1CN([C@H](C)CO)C(=O)c2cc(C3=CCCCC3)cnc2O[C@H]1CN(C)C(=O)c1ccc2c(c1)OCO2 was read as BioA inh 11.8.
`CC=Cc1ccc2n(c1=O)C[C@@H]1[C@@H](CO)[C@H](C(=O)N(C)C)N[C@H]21` (mixture of isomers) gave BioA inh -2.9.
Screening CNC(=O)C[C@@H]1CC[C@H]2[C@@H](COc3ccc(NC(=O)c4ccc(F)cc4)cc3C(=O)N2C)O1 returned BioA inh 1.7.
For CCc1csc(N2[C@@H](C#N)[C@@H](c3ccc(-c4ccc(F)cc4)cc3)[C@@H]2CO)n1 the results were BioA inh -2.2.
`C[C@H](CO)N1C[C@H](C)[C@H](CN(C)C(=O)NC2CCCCC2)Oc2cc(C#Cc3ccc(F)cc3)ccc2S1(=O)=O` gave BioA inh -1.2.
For CC(C)N1C(=O)[C@@]2(Cc3ccccc31)c1ccccc1C(=O)N(Cc1ccccc1)[C@H]2c1ccc(CO)cc1 the results were BioA inh -4.6.
Screening C/C=C/c1ccc([C@H]2[C@@H](CO)N(C(=O)CC)[C@H]2CN(C)C(=O)C2CC2)cc1 returned BioA inh 2.2.

(list continues)
For COc1ccc(NC(=O)Nc2ccc3c(c2)CC(=O)N([C@@H](C)CO)C[C@H](C)[C@@H](CN(C)C(=O)Nc2cccc4ccccc24)O3)cc1 the results were BioA inh -0.1.
Screening COc1ccc(NC(=O)Nc2ccc3c(c2)C(=O)N([C@@H](C)CO)C[C@@H](C)[C@H](CN(C)Cc2ccc(C(F)(F)F)cc2)OCCCC[C@@H](C)O3)cc1 returned BioA inh -1.6.
`C[C@@H]1CN([C@H](C)CO)C(=O)c2cc(NC(=O)Nc3ccc(C(F)(F)F)cc3)ccc2O[C@@H]1CN(C)Cc1ccc(-c2ccccc2)cc1` gave BioA inh -3.5.
`C[C@H](CO)N1C[C@H](C)[C@@H](CN(C)C(=O)c2ccccc2)OCCCC[C@H](C)Oc2ccc(NS(=O)(=O)c3ccc(Cl)cc3)cc2C1=O` gave BioA inh 0.2.
O=C(Cc1ccccn1)NCC[C@H]1CC[C@@H](NC(=O)Nc2ccccc2)[C@@H](CO)O1 was read as BioA inh -2.3.
CNC[C@H]1Oc2ccc(NC(=O)c3ccncc3)cc2CC(=O)N([C@H](C)CO)C[C@@H]1C was read as BioA inh -3.0.
`O=C(N[C@H]1CC[C@@H](CCNC(=O)C2CCOCC2)O[C@@H]1CO)c1ccccn1` gave BioA inh -4.6.
CN(C)C(=O)C[C@@H]1C=C[C@H](NC(=O)C2CC2)[C@H](CO)O1 was read as BioA inh 3.0.
C[C@H](CO)N1C[C@H](C)[C@H](CN(C)Cc2ccc(C(=O)O)cc2)OCCCC[C@H](C)Oc2ccc(NC(=O)CCCN(C)C)cc2C1=O was read as BioA inh 0.8.
Screening CO[C@@H]1CN(C)C(=O)c2cc(NC(=O)Nc3c(C)noc3C)ccc2OC[C@H](C)N(C)C[C@H]1C returned BioA inh 0.4.
Screening C[C@H](CO)N1C[C@H](C)[C@@H](CN(C)CC2CC2)Oc2ccc(NC(=O)Nc3ccccc3)cc2CC1=O returned BioA inh 1.5.
For CN1C(=O)c2cc(NC(=O)NC3CCCC3)ccc2OC[C@H]2O[C@@H](CC(=O)O)CC[C@@H]21 the results were BioA inh -2.9.
For O=C(N[C@@H]1CC[C@@H](CCNS(=O)(=O)c2ccc(F)cc2)O[C@H]1CO)C1CCCC1 the results were BioA inh 3.0.
`CCC(=O)N(C)C[C@@H]1Oc2cc(C#CCOC)ccc2S(=O)(=O)N([C@H](C)CO)C[C@H]1C` gave BioA inh 0.6.
`Cc1ccccc1-c1cnc2c(c1)C(=O)N([C@@H](C)CO)C[C@H](C)[C@@H](CN(C)Cc1cccnc1)O2` gave BioA inh 5.1.
`C[C@@H]1CN([C@@H](C)CO)C(=O)c2cc(NS(C)(=O)=O)ccc2O[C@@H](C)CCCCO[C@@H]1CN(C)Cc1ccc2c(c1)OCO2` gave BioA inh -0.4.
For CNC(=O)C[C@H]1CC[C@H]2[C@@H](COc3ccc(NC(=O)Nc4ccc(F)cc4)cc3C(=O)N2C)O1 the results were BioA inh 0.6.
Screening O=C(NCC[C@@H]1CC[C@H](NC(=O)C2CCOCC2)[C@@H](CO)O1)c1ccc(F)cc1 returned BioA inh -1.9.
Cc1noc(C)c1NC(=O)Nc1ccc2c(c1)CC(=O)N([C@H](C)CO)C[C@H](C)[C@@H](CN(C)CC1CCCCC1)O2 was read as BioA inh 0.8.
Screening C[C@H]1CN([C@@H](C)CO)C(=O)Cc2cc(NS(=O)(=O)c3ccc(F)cc3)ccc2O[C@@H]1CN(C)C(=O)Nc1ccccc1 returned BioA inh 4.5.
COc1cccc(-c2ccc3c(c2)O[C@@H](CN(C)Cc2ccncc2)[C@@H](C)CN([C@@H](C)CO)S3(=O)=O)c1 was read as BioA inh -2.9.
N#C[C@@H]1[C@@H](c2ccc(C3=CCCC3)cc2)[C@@H](CO)N1C(=O)Cc1ccncc1 was read as BioA inh -1.3.
Screening CNC(=O)C[C@@H]1CC[C@@H]2[C@@H](COc3ccc(NC(=O)Nc4ccccc4)cc3C(=O)N2C)O1 returned BioA inh 14.9.
`CCNC(=O)C[C@@H]1CC[C@@H]2[C@@H](COc3ccc(NC(=O)Nc4cccc(C)c4)cc3C(=O)N2C)O1` gave BioA inh 0.1.
Screening C[C@H](CO)N1C[C@H](C)[C@H](CN(C)C(=O)Nc2ccc3c(c2)OCO3)Oc2ccc(NC(=O)NC3CCCCC3)cc2C1=O returned BioA inh -0.2.
CNC[C@@H]1OCCCC[C@H](C)Oc2ccc(NC(=O)Nc3ccc4c(c3)OCO4)cc2C(=O)N([C@@H](C)CO)C[C@H]1C was read as BioA inh -1.2.
C[C@H]1CN([C@@H](C)CO)C(=O)c2cc(NS(=O)(=O)c3cccs3)ccc2O[C@H]1CN(C)CC1CC1 was read as BioA inh -2.0.
C[C@H](CO)N1C[C@H](C)[C@@H](CN(C)C(=O)Nc2cccc3ccccc23)Oc2c(NC(=O)Nc3ccc(C(F)(F)F)cc3)cccc2C1=O was read as BioA inh -1.1.
Screening N#Cc1cccc(-c2ccc([C@@H]3[C@H](CO)N4CCCCN(S(=O)(=O)c5ccccc5)C[C@@H]34)cc2)c1 returned BioA inh 2.9.
Screening C[C@@H]1CN([C@@H](C)CO)C(=O)c2cccc(NS(=O)(=O)c3ccc(Cl)cc3)c2O[C@H]1CN(C)C(=O)NC1CCCCC1 returned BioA inh -2.0.
Screening O=C(Nc1cccc(Cl)c1)N[C@H]1CC[C@@H](CCNC(=O)C2CCC2)O[C@@H]1CO returned BioA inh -1.0.
Screening C[C@H]1CN([C@@H](C)CO)C(=O)Cc2cc(NC(=O)C3CCCCC3)ccc2O[C@H]1CN(C)Cc1ccc(Cl)c(Cl)c1 returned BioA inh 4.3.
For CNC[C@@H]1Oc2ccc(NS(=O)(=O)c3ccc(OC)cc3)cc2CC(=O)N([C@@H](C)CO)C[C@@H]1C the results were BioA inh 0.1.
Screening CN1c2ccc(-c3ccc(F)cc3)cc2[C@H]2[C@H](CCN2C(=O)Nc2ccc(F)cc2)[C@H]1CO returned BioA inh 1.7.
Screening Cc1ccc(S(=O)(=O)N[C@@H]2CC[C@H](CCn3cc(C4CC4)nn3)O[C@@H]2CO)cc1 returned BioA inh -1.2.
COc1ccc(S(=O)(=O)N(C)C[C@H]2OCc3ccccc3-c3c(n(C)c4ccccc34)C(=O)N([C@H](C)CO)C[C@H]2C)cc1 was read as BioA inh -1.0.
`O=C(C[C@@H]1CC[C@@H](NC(=O)Nc2cc(F)ccc2F)[C@@H](CO)O1)NCc1ccccn1` gave BioA inh -0.6.
C[C@@H]1CN([C@@H](C)CO)C(=O)c2cc(NC(=O)CCC(F)(F)F)ccc2O[C@@H](C)CCCCO[C@@H]1CN(C)C(=O)Nc1ccc2c(c1)OCO2 was read as BioA inh -2.7.
`COCC(=O)Nc1ccc2c(c1)C(=O)N(C)C[C@@H](OC)[C@H](C)CN(C(=O)c1ccccc1)[C@@H](C)CO2` gave BioA inh -1.5.
Cc1cc(C(=O)Nc2ccc3c(c2)C(=O)N(C)[C@H]2CC[C@H](CC(=O)Nc4ccc(Cl)cc4)O[C@@H]2CO3)no1 was read as BioA inh 0.6.

Screening data deposited in PubChem by Broad Institute.

An excerpt; the hit share may differ from the screen's.
